LYP inhibition: inhibitors of LYP phosphatase, biochemical, fluorescence intensity, uHTS (AID 1779) | recombinant LYP phosphatase, fluorescence intensity; higher % means a stronger effect | inhibition, % at 11.5 µM; hits with a dose series show IC50 in µM | hit rate 0.054% among 290,000; in the data active = inhibition above about 50%;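 note: plate controls were vehicle with enzyme for no effect and no enzyme for full effect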
West Nile virus CPE: inhibition of WNV-induced cytopathic effect – cell-based, CPE readout (AID 1621) | West Nile virus-infected cells, CPE inhibition; higher % means a stronger effect | CPE inhibition, % at 10 µM; hits with a dose series show IC50 in µM | hit rate 0.02% among 290,000; in the data active = a potency from the dose series; inconclusive = CPE inhibition mostly from about 3.7% at the one dose, without a potency; inactive = the rest, 99 in 100 with CPE inhibition below about 2.2%; note: strong numbers were not always called active
PhoP inhibition: PhoP-dependent GFP reporter repression – Salmonella Typhimurium, primary screen (AID 1863); S. Typhimurium PhoP-regulated promoter GFP reporter, 4 h; higher % means a stronger effect; one-dose inhibition, % at 50 µM; IC50 in µM for titrated hits; hit rate 0.16% among 300,000;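 active = inhibition over 29.93%, a cutoff 3 SD above the screen mean, later confirmed by dose response; inconclusive = inhibition over 29.93% but no dose response follow-up; inactive = inhibition at most 29.93% or unconfirmed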;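 note: 0% = low Mg2+ inducing control and 100% = high Mg2+ repressing control; strong numbers were not always called active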
Dengue-2 NS5 capping: Dengue-2 NS5 methyltransferase inhibitors, primary screen, biochemical, confirmation dose response (AID 588689); hit rate 0.3% among 340,000; inhibition, % at 25 µM; hits with a dose series show IC50 in µM; Dengue-2 NS5 methyltransferase capping enzyme assay, biochemical; higher % means a stronger effect; in the data active = a potency from the dose series; inconclusive = inhibition above about 29% without an active follow-up result
GPR35 antagonists: inhibition of zaprinast-stimulated GPR35 beta-arrestin translocation – imaging, U2OS, beta-arrestin-GFP, zaprinast agonist, primary screen (AID 2058). U2OS GPR35 beta-arrestin-GFP translocation imaging, zaprinast antagonism; higher % means a stronger effect. inhibition, % at 10 µM; hits with a dose series show IC50 in µM. hit rate 0.052% among 290,000;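 active = inhibition of at least 50% with at least 30 cells and total cytoplasm GFP at most 10,000,000; inconclusive = under 30 cells or total GFP of 10,000,000 plus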
SV40 large T antigen: SV40 large T antigen inhibitors, biochemical (AID 1903); hit rate 0.39% among 310,000; inhibition, % at 20 µM; hits with a dose series show IC50 in µM; SV40 large T antigen ATPase/helicase inhibition assay; higher % means a stronger effect; in the data active = a potency from the dose series; inconclusive = inhibition mostly from about 32% at the one dose, without a potency; inactive = the rest, 99 in 100 with inhibition below about 32%; note: strong numbers were not always called active
ER stress rescue: protection against thapsigargin-triggered cell killing – 384-well, CSM14.1, ATP luminescence, primary screen (AID 1222). CSM14.1 thapsigargin-induced death rescue, ATP luminescence; higher % means a stronger effect. 190,000 tested, under 10 active. cellular ATP content (survival), % at 20 µM; hits with a dose series show EC50 in µM;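 active = EC50 below 50 µM in the dose-response confirmation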;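 note: death triggered by thapsigargin at about 15 µM added after 2 h compound pretreatment; cell ATP read after overnight thapsigargin exposure of roughly 18 to 22 hours; normalized against plate controls of thapsigargin alone and 5% DMSO vehicle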
RSV CPE inhibition: RSV antiviral activity via CPE protection, HEp-2 cells, primary 10 µM value included (AID 2391). hit rate 0.13% among 310,000. HEp-2 cells, RSV-induced CPE inhibition; higher % means a stronger effect. CPE inhibition, % at 10 µM, or IC50 in µM where a hit was titrated; in the data active = a potency from the dose series; inconclusive = CPE inhibition mostly from about 23% at the one dose, without a potency; inactive = the rest, 99 in 100 with CPE inhibition below about 21%; note: strong numbers were not always called active
Rac1 GTP hydrolysis: MgcRacGAP GTPase-activating activity inhibitors, confirmation, biochemical, ADP Hunter fluorescence; hit rate 0.6% among 340,000; inhibition, % at 30 µM; hits with a dose series show IC50 in µM; MgcRacGAP-stimulated Rac1 GTP hydrolysis, ADP Hunter fluorescence; higher % means a stronger effect; GST-tagged Rac1 F28L mutant substrate;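 active = first-screen hits whose inhibition reached a set limit at any dose in the follow-up dose series; inconclusive = inhibition above the set first-screen limit but never retested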;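 note: fluorescence reports GDP produced by GAP-driven GTP hydrolysis; strong numbers were not always called active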
Dengue-2 NS5 capping pilot replicate: further read-out of Dengue-2 NS5 capping, marked with its call; inhibition, %; measured here: pilot screen replicate inhibition
The depositor's hits bear a star; u = inconclusive; x = no result given. No enrichment for hits; about 1.5% have a hit in one of these screens.

SMILES | LYP inhibition | West Nile virus CPE | PhoP inhibition | Dengue-2 NS5 capping | GPR35 antagonists | SV40 large T antigen | ER stress rescue | RSV CPE inhibition | Rac1 GTP hydrolysis | others
O=c1c(NCCc2ccc(Cl)cc2)c(-c2ccccc2)c1=O | -10.6% | -0.4% | -8.3% | -4.6% | -7.3% | 4.1% | x | 0.4% | 6.0%
O=C(OCC(O)C(O)COC(=O)c1ccccc1)c1ccccc1 (stereo not drawn) | -1.7% | 0.2% | -4.5% | x | 15.9% | 4.4% | -2.2% | 1.5% | 14.4%
Cc1cc(Cl)ccc1OCc1n[nH]c(=S)n1C1CCCCC1 | 4.0% | -0.8% | -2.7% | -2.4% | -9.1% | 0.9% | -1.9% | 17.2% | 8.7%
Cc1ccc(N=Cc2c(O)ccc3ccccc23)cc1F | -7.2% | -0.5% | 5.7% | -8.1% | 12.1% | -13.7% | -4.0% | 10.6% | 3.9%
COc1ccc(Cl)cc1N(CC(=O)N/N=C/c1ccc(OCC(N)=O)cc1)S(C)(=O)=O | 2.1% | 0.6% | -2.7% | 0.7% | -8.9% | 9.0% | -1.8% | 0.1% | 0.7%
COc1ccc(S(=O)(=O)N2CCC(C(=O)NCCc3c[nH]c4ccccc34)CC2)cc1 | 0.5% | -0.4% | -2.8% | 1.3% | 2.9% | 5.4% | x | 1.6% | 4.7%
Cc1ncc(CN2CCN(CCc3ccccc3)C(CCO)C2)s1 (stereo not drawn) | -9.8% | -0.6% | x | -3.0% | 7.1% | x | -0.6% | -0.5% | -6.4%
CN(CCc1ccccn1)C(=O)CCC1CCCN(C(=O)c2ccsc2)C1 (stereo not drawn) | -2.8% | -0.3% | -11.1% | 0.9% | 0.5% | 11.6% | 0.4% | 0.8% | 3.6%
CN(C)CCCNCCCNC(=O)c1ccncc1 | -4.0% | 0.6% | 9.6% | -5.4% | -9.0% | 2.5% | -1.5% | 0.1% | -0.7% | Dengue-2 NS5 capping pilot replicate=1.5
Cc1cc(C)nc(SCCC(=O)N2CCOCC2)n1 | -8.1% | 0.1% | -8.2% | -5.5% | -21.7% | 1.7% | 1.1% | 2.2% | 5.0%
CCCc1nnc(NC(=O)OCC)s1 | -1.9% | 0.2% | 2.3% | -2.2% | 6.3% | 7.3% | -0.1% | 0.6% | 5.4%
COC(=O)C1=C[C@@H](C(=O)OC)[C@@H]2C3=C(C(=O)[C@]2(C)NC(=O)c2ccccc2)[C@H](C)n2c(=O)n(C)c(=O)n2[C@@H]3C1 | x | -0.3% | -12.0% | -5.6% | x | 11.6% | x | 0.8% | 4.8%
Cc1nc(-c2cccc(NC(=O)c3cc4cc(Br)ccc4oc3=O)c2)cs1 | -5.3% | 0.1% | -6.2% | 2.8% | -1.2% | 4.0% | 1.2% | 1.4% | 11.0%
CC(=O)N1CCN(CC(=O)Nc2ccccc2Sc2ccccc2)CC1 | -6.2% | -1.9% | 4.7% | 0.7% | -7.7% | 7.2% | -0.7% | 12.8% | -3.6%
Nn1c(SCc2cn3cc(Cl)ccc3n2)nnc1-c1ccncc1 | -5.7% | 0.1% | -0.8% | -3.1% | 3.7% | 6.3% | 0.1% | 0.1% | 11.9%
O=C(CCC1CCN(C(=O)Cc2c(F)cccc2F)CC1)NC1CC1 | -0.7% | 0.6% | -6.3% | 0.8% | 7.0% | 4.4% | x | -0.2% | 4.4%
CC(C)CCn1c(CN(C)Cc2ccccc2)nc2c1c(=O)n(C)c(=O)n2C | -1.1% | -0.9% | -6.7% | -7.5% | -0.7% | 6.7% | -0.2% | 6.6% | 0.1%
O=C(NCC1CCN(C(=O)c2ccc([N+](=O)[O-])cc2)CC1)C(=O)Nc1ccccc1 | -0.3% | -0.5% | 3.4% | 1.6% | -5.4% | 7.1% | -1.6% | 0.9% | 0.4%
CCCc1nc(SCC(=O)Nc2cc(Cl)ccc2OC)c2c(=O)n(C)c(=O)n(C)c2n1 | 3.4% | 0.1% | -0.3% | x | -0.6% | 3.5% | -1.5% | x | x
O=C(NCCCn1ccnc1)Nc1ccc(Cl)cc1Cl | -7.2% | -0.2% | 27.7% | 5.8% | -1.0% | -3.6% | -1.0% | -0.5% | 8.9%
CCc1sc(C(=O)N2CCN(S(C)(=O)=O)CC2)cc1Br | -3.4% | 0.1% | -19.6% | -2.1% | -5.6% | 2.9% | -1.4% | 0.6% | -1.1%
OCC1(Cc2ccccc2F)CCCN(Cc2c(F)ccc(F)c2F)C1 (stereo not drawn) | -10.6% | 1.1% | 4.0% | -1.2% | 3.7% | 6.2% | x | u | 9.4%
CN(c1ccccc1C(=O)N1CCN(c2cccc(Cl)c2)CC1)S(C)(=O)=O | -5.3% | -0.5% | -4.1% | -3.2% | -8.9% | 11.3% | -2.4% | 0.5% | 8.2%
Brc1ccc(-c2nn[nH]n2)cc1 | -4.4% | 0.2% | 0.6% | -1.5% | 6.4% | 9.0% | x | -2.1% | 4.3%
Cc1ccc(NC(=O)CCN2CC(C)OC(C)C2)cc1 (stereo not drawn) | -7.0% | -0.9% | 2.6% | -8.6% | -4.1% | 13.8% | x | 0.1% | -0.7% | Dengue-2 NS5 capping pilot replicate=-4.6
S=C(N=Nc1ccccc1)NNc1ccccc1 | 3.9% | 0.6% | 1.2% | -3.7% | 12.6% | 15.3% | -2.1% | 2.0% | 18.9%
CCCC[C@@H]1CNC(=S)N1CCCc1cc(OC)c(OC)c(OC)c1 | -5.9% | -0.8% | -11.6% | -2.4% | -1.6% | 7.0% | -1.9% | 0.2% | 8.9%
CCOc1ccc(OCCn2c(=S)[nH]c3ccccc32)cc1 | -9.7% | -1.4% | 6.2% | -23.6% | -4.8% | 7.4% | x | u | 16.6%
CCn1cc(C(c2ccccc2)C(C(C)=O)[N+](=O)[O-])c2ccccc21 (stereo not drawn) | -5.2% | -0.6% | -6.1% | -1.5% | -1.9% | 9.3% | x | x | 1.3%
COc1cccc(NC(=O)CSc2nnc(-c3cccnc3)o2)c1 | x | x | -5.7% | 0.7% | x | 14.2% | x | -1.9% | 3.8%
CC(C)n1c(SCC(=O)NC2CC2)nnc1-c1ccco1 | -10.1% | -0.1% | 3.8% | -0.3% | -8.0% | 2.5% | x | 0.5% | 5.1%
CCCCS(=O)(=O)N1CCCC(C(=O)NCC2CCCO2)C1 (stereo not drawn) | -9.6% | -0.6% | 3.8% | -2.0% | -7.4% | 12.1% | x | 0.9% | 14.6% | Dengue-2 NS5 capping pilot replicate=-0.3
Cc1ccccc1C(=O)NNc1ccc([N+](=O)[O-])cc1 | -3.2% | 0.1% | 2.9% | -0.7% | -4.5% | 26.5% | -5.0% | -0.3% | 5.7%
CCOc1ccc(N2CC(C(=O)NCc3ccc(C)n3C)CC2=O)cc1 (stereo not drawn) | -10.3% | 0.4% | -1.0% | -5.9% | -6.6% | 4.3% | -0.3% | 0.5% | -7.6%
COCCCNC(=O)c1c(N)n(/N=C/c2ccccn2)c2nc3ccccc3nc12 | 4.5% | x | -8.8% | -3.2% | -16.2% | 5.9% | 5.8% | x | 12.9%
COc1ccc(C(=O)NC2(C(F)(F)F)C(=O)Nc3c2c(=O)[nH]c(=O)n3CCc2ccc(OC)c(OC)c2)cc1 (stereo not drawn) | 1.9% | -0.1% | -5.1% | 0.7% | 1.3% | 22.4% | 0.3% | 0.8% | 6.6%
COc1ccccc1OCc1ccc(C(=O)N2CCOCC2)o1 | -5.4% | -0.2% | 16.9% | 4.5% | 22.5% | 11.2% | -0.2% | 1.8% | -7.8%
Cc1cc(=O)oc2cc(OCC(=O)NCc3ccccn3)ccc12 | -11.2% | 0.1% | 23.7% | -7.5% | 13.5% | -1.0% | -0.5% | 0.6% | 0.5%
COc1ccc(C2=CC(=O)OC3(CCCC3)O2)cc1 | -5.5% | 0.1% | 4.1% | -0.8% | -1.2% | 2.0% | -1.3% | 1.5% | 2.7%
COc1ccc(Cl)cc1C(=O)NNC1CC(=O)N(Cc2ccc(Cl)cc2)C1=O (stereo not drawn) | -2.2% | -0.9% | 3.7% | -5.5% | -5.1% | 8.4% | -1.2% | 2.5% | -1.1%

Gathered by group, the entries above with a furan ring, fused or not (2)
SMILES | LYP inhibition | West Nile virus CPE | PhoP inhibition | Dengue-2 NS5 capping | GPR35 antagonists | SV40 large T antigen | ER stress rescue | RSV CPE inhibition | Rac1 GTP hydrolysis | others
CC(C)n1c(SCC(=O)NC2CC2)nnc1-c1ccco1 | -10.1% | -0.1% | 3.8% | -0.3% | -8.0% | 2.5% | x | 0.5% | 5.1%
COc1ccccc1OCc1ccc(C(=O)N2CCOCC2)o1 | -5.4% | -0.2% | 16.9% | 4.5% | 22.5% | 11.2% | -0.2% | 1.8% | -7.8%

Other records:
SMILES | LYP inhibition | West Nile virus CPE | PhoP inhibition | Dengue-2 NS5 capping | GPR35 antagonists | SV40 large T antigen | ER stress rescue | RSV CPE inhibition | Rac1 GTP hydrolysis | others
O=C(NCCC1=CCCCC1)C(=O)NCC(c1ccco1)N1CCN(c2ccccc2)CC1 (stereo not drawn) | 3.2% | -1.3% | -10.6% | 1.8% | -4.2% | 7.0% | -1.4% | 0.7% | 7.3%
Cc1c(NC(=O)C(C)OC(=O)c2ncc(Cl)c(Cl)c2Cl)c(=O)n(-c2ccccc2)n1C (stereo not drawn) | x | x | -10.3% | 2.2% | x | 13.9% | x | 0.3% | 6.5%
Cc1ccc(NC(=O)/C(=C\c2cccc(Br)c2)NC(=O)c2ccco2)cc1 | 4.5% | -0.8% | 6.2% | -4.2% | 8.1% | -2.0% | -0.1% | 0.7% | 12.3%
Cc1ccc(-c2cc(C(F)(F)F)n3nc(C(=O)NCCCn4ccnc4)cc3n2)cc1C | -2.1% | -1.2% | 3.6% | 6.4% | -0.4% | 1.2% | 2.6% | -1.3% | 8.7%
CCC(C)(C)n1nnnc1C(c1ccc(Cl)cc1)N1CCN(C)CC1 (stereo not drawn) | -4.9% | 0.3% | 3.0% | -6.9% | 8.0% | 3.6% | 2.4% | -0.1% | 2.2%
Cc1ccc2[nH]c(C(=O)N3CCN(C(c4ccccc4)c4ccccc4)CC3)cc2c1 | 2.7% | -1.7% | -1.8% | 12.0% | 4.5% | 5.0% | x | 2.0% | 1.4%
Cc1cc(C)n2c(SCC(=O)Nc3ccc(F)cc3)nnc2n1 | -12.6% | -0.1% | -5.5% | -1.6% | 7.3% | 8.2% | x | 0.7% | 12.4%
Nc1nc(-c2ccccc2Br)cs1 | -8.7% | 0.1% | 11.0% | -0.4% | -2.8% | 5.1% | -1.9% | 2.9% | -1.3%
CCc1nc(SCc2ccccc2C#N)n[nH]1 | -3.8% | -0.4% | -3.8% | x | 3.4% | 12.1% | x | 2.2% | 11.9%
